Screening data: PubChem, several laboratories
CAL PDZ FP-1: inhibitors of human CAL PDZ peptide binding. Q9HD26. hit rate 0.02% among 330,000. AID 504414. inhibition, % at 20 µM. purified CAL PDZ, TMR-peptide fluorescence polarization, 1 h;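 active means highest replicate inhibition of at least 40%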;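 further: plate controls were DMSO neutral control wells for no effect and unlabeled competitor peptide control wells for full effect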
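System: tagged CAL PDZ domain. Schedule: 1 h room-temperature incubation prior to read. Signal: fluorescence polarization (mP). Measure: percent inhibition from loss of millipolarization.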
AddAB inh: less growth of phage-infected E. coli with AddAB; hit rate 0.29% among 330,000; inhibition, % at 11.9 µM; E. coli expressing H. pylori AddAB, absorbance growth; in the data active means inhibition above about 12%;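 further: 0% = vehicle wells of infected cells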
Tat export inh: inhibitors of E. coli Tat protein transport; E. coli MC4100 TorA-mCherry Tat export, fluorescence; inhibition, % at 10 µM; hit rate 0.036% among 340,000;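 active means mean replicate inhibition at least 50% and at least half of replicates individually reaching 50%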;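 further: exported cargo escapes ClpAP degradation while cytoplasmic cargo is degraded and loses fluorescence; 0% = median of neutral control wells and 100% = median of NaSCN control wells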
SR-BI DiI inh: inhibitors of mouse SR-BI mediated HDL lipid uptake; Q61009; ldlA[mSR-BI] CHO cells, DiI-HDL uptake fluorescence, 3 h; inhibition, % at 12.5 µM; hit rate 0.96% among 320,000; AID 488896;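 active means mean replicate inhibition of at least 70% and a set share of replicates each scoring 70 or more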;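 further: 0% = median of neutral control wells and 100% = median of positive control wells; values of inactives mirror those of a sister screen read the other way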
Target sequence (Q61009 whole entry, looked up): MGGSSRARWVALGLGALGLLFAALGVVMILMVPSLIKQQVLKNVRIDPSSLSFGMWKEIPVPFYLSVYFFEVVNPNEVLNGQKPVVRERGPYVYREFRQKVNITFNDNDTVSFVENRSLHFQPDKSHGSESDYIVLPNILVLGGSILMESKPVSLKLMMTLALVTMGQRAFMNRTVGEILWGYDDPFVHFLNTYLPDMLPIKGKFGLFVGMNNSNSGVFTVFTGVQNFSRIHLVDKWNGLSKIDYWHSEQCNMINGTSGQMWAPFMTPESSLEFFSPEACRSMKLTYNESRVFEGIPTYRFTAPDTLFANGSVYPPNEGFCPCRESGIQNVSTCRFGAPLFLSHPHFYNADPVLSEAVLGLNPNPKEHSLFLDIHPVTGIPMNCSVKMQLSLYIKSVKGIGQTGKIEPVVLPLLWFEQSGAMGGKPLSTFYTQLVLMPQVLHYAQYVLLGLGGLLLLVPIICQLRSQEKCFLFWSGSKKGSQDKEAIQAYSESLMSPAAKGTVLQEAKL
MITF act: increases MITF-driven TRPM1 promoter luciferase signal. SK-MEL-5 TRPM1-promoter luciferase, 24 h; % of positive control, neutral wells = 0. activation, % at 12.5 µM. hit rate 0.75% among 300,000. AID 588334;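 active means mean activation of at least 80% with every replicate also reaching 80%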;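 further: 0% = neutral control wells and 100% = parthenolide positive control wells; values of inactives mirror those of a sister screen read the other way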
CAL PDZ FP-2: CAL PDZ (human) peptide binding inhibition; AID 602252; hit rate 0.92% among 300,000; Q9HD26; purified CAL PDZ, TMR-peptide fluorescence polarization, 1 h; inhibition, % at 24.9 µM;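 active means mean inhibition of at least 30% with at least half of replicates also reaching 30%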;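 further: 0% = DMSO neutral control and 100% = excess unlabeled competitor peptide PRC23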
phage Ecoli inh: E. coli growth loss with phage present | growth absorbance | inhibition, % at 11.9 µM | hit rate 0.26% among 360,000; in the data active means inhibition above about 11%
E coli growth: counter-screen for AddAB inhibitors: E. coli growth inhibition | E. coli V3065 growth, OD600 absorbance, 18 h | inhibition, % at 11.9 µM | hit rate 0.27% among 330,000;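 active means inhibition above the campaign's mean inhibition across all tested compounds plus 3 SD, cut at about 9.9% in these data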;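 further: uninfected addAB+ strain grown without phage in ampicillin broth; 0% = DMSO wells and 100% = ciprofloxacin 0.95 µg/ml wells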
Wnt act: Wnt/beta-catenin pathway activation. Wnt/beta-catenin reporter cell assay, activator, plate reader. activation, % at 9.35 µM. hit rate 1.2% among 300,000. AID 743398; in the data active means activation above about 30%, passing the limit was not always enough;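 further: 0% = neutral control wells and 100% = positive control wells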
SR-BI uptake up: SR-BI HDL lipid transfer activation; CHO ldlA[mSR-BI] cells, DiI-HDL uptake fluorescence, 3 h; 100 = double the neutral-control signal; activation, % at 12.5 µM; hit rate 0.096% among 320,000;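 active means mean replicate activation of at least 60% and every replicate at or above 60%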;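 further: 0% = median plate neutral-control signal and 100% = twice that signal; values of inactives mirror those of a sister screen read the other way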
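System: LDL receptor-deficient CHO ldlA cells overexpressing murine SR-BI | Timing: 3 h uptake period with compound, 37 °C | Medium: HEPES-buffered (25 mM, pH 7.4) F12 plus 0.5% BSA | Dosing: Single-point compound dose | Signal: Bottom-read fluorescence, 550/595 nm | Read-out: Retained DiI signal reflecting DiI-HDL uptake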
Numbers without * were called inactive.

How did O=C(NCc1ccc2c(c1)OCO2)c1ccncc1 do in these assays?
CAL PDZ FP-1: -2.5; AddAB inh: -0.9; Tat export inh: -9; SR-BI DiI inh: -24; CAL PDZ FP-2: -1; phage Ecoli inh: 3.4; E coli growth: -1.4; Wnt act: -6; SR-BI uptake up: 24

What do the screens show for `CC(=O)C1=C(O)CC(c2ccccc2)CC1=NCCc1c(C)[nH]c2ccc(C)cc12` (stereo not drawn)?
CAL PDZ FP-1: -1.5; AddAB inh: 3.7; Tat export inh: -14; SR-BI DiI inh: 38; phage Ecoli inh: -1.1; E coli growth: -1.5; Wnt act: -7; SR-BI uptake up: -38

Results for CCOc1ccccc1N1C(=O)CC(Sc2ncccc2C(=O)O)C1=O (stereo not drawn) ?
CAL PDZ FP-1: -2.2; AddAB inh: 1.4; Tat export inh: 4; SR-BI DiI inh: -13; MITF act: -5; CAL PDZ FP-2: -3; phage Ecoli inh: 1.9; E coli growth: -3.4; Wnt act: -3; SR-BI uptake up: 13

How did O=C(CCc1ccccc1)NNC(=O)Nc1cccc(Cl)c1 do in these assays?
CAL PDZ FP-1: -2.6; AddAB inh: -0.5; Tat export inh: -7; SR-BI DiI inh: -9; MITF act: 2; CAL PDZ FP-2: 0; phage Ecoli inh: -2.0; E coli growth: -2.0; Wnt act: -1; SR-BI uptake up: 9

Results for O=C(NCCCCNC(=O)C1CCCC1)C1CCCC1 ?
CAL PDZ FP-1: -0.8; AddAB inh: 1.1; Tat export inh: 1; SR-BI DiI inh: -53; MITF act: -8; CAL PDZ FP-2: -1; phage Ecoli inh: 0.3; E coli growth: -1.7; SR-BI uptake up: 53

How did CCOC(=O)C1=CN2CCC[C@H]2CC1=O do in these assays?
CAL PDZ FP-1: -0.7; AddAB inh: 3.6; Tat export inh: 0; SR-BI DiI inh: -2; MITF act: 2; CAL PDZ FP-2: 5; phage Ecoli inh: 1.3; E coli growth: -1.7; Wnt act: 1; SR-BI uptake up: 2

How did COC(=O)C1=C(C(=O)OC)[C@@H]2N(Cc3ccccc3)c3ccccc3[C@@]23C[C@@H](C(=O)OC)N(C(=O)c2cc(C)oc2C)C3=N1 do in these assays?
CAL PDZ FP-1: 2.5; AddAB inh: 4.4; Tat export inh: 18; SR-BI DiI inh: -11; MITF act: -1; CAL PDZ FP-2: -5; phage Ecoli inh: 3.5; E coli growth: -1.9; Wnt act: -11; SR-BI uptake up: 11

How did O=C(Nc1ccc2nc(-c3ccccn3)[nH]c2c1)C1CCCCC1 do in these assays?
CAL PDZ FP-1: -1.8; AddAB inh: 2.0; Tat export inh: -7; SR-BI DiI inh: 7; MITF act: 37; CAL PDZ FP-2: -5; phage Ecoli inh: 0.6; E coli growth: 2.4; Wnt act: 19; SR-BI uptake up: -7

Results for COc1ccc(C(=O)CSc2nnc(CN3CCCC3)n2-c2ccc(F)cc2)c(OC)c1 ?
CAL PDZ FP-1: -1.5; AddAB inh: -1.6; Tat export inh: 1; SR-BI DiI inh: 66; MITF act: 2; CAL PDZ FP-2: -6; phage Ecoli inh: 1.2; E coli growth: 1.6; Wnt act: -5; SR-BI uptake up: -66

How did CC(C)NC(=S)N(CCc1ccncc1)C(C)C do in these assays?
CAL PDZ FP-1: -0.5; AddAB inh: 0.1; Tat export inh: -1; SR-BI DiI inh: -16; MITF act: -1; CAL PDZ FP-2: -1; phage Ecoli inh: 0.5; E coli growth: 3.3; Wnt act: 1; SR-BI uptake up: 16

What do the screens show for `CCOC(=O)CNC(=O)CSc1nnc(-c2c[nH]c3ccccc23)n1CC`?
CAL PDZ FP-1: -3.4; AddAB inh: 0.9; Tat export inh: -3; SR-BI DiI inh: -2; MITF act: 8; CAL PDZ FP-2: -6; phage Ecoli inh: -0.6; E coli growth: 0.5; Wnt act: -1; SR-BI uptake up: 2

Results for CCc1ccc(N(CC)C(=O)c2ccc3c(Cl)c4c(nc3c2)CCC4)cc1 ?
CAL PDZ FP-1: -1.2; AddAB inh: -0.6; Tat export inh: 19; SR-BI DiI inh: 5; phage Ecoli inh: -0.1; E coli growth: 0.3; Wnt act: -4; SR-BI uptake up: -5

What do the screens show for `Cc1cc(C)c2[nH]c(=O)c(CN(Cc3ccco3)C(=S)NCC3CCCO3)cc2c1` (stereo not drawn)?
CAL PDZ FP-1: -0.3; AddAB inh: 0.1; Tat export inh: 4; SR-BI DiI inh: -5; MITF act: -7; CAL PDZ FP-2: -3; phage Ecoli inh: 0.4; E coli growth: 0.0; Wnt act: -14; SR-BI uptake up: 5

How did O=C(c1ccc2nc(N3CCOCC3)sc2c1)N1CCN(c2ccc(Cl)cc2)CC1 do in these assays?
CAL PDZ FP-1: -0.6; AddAB inh: -1.4; Tat export inh: -1; SR-BI DiI inh: 0; MITF act: -5; CAL PDZ FP-2: -1; phage Ecoli inh: 1.6; E coli growth: -5.5; Wnt act: 0; SR-BI uptake up: 0

Results for COc1ccc(C(=O)NC2CCN(CC(=O)NCc3cccc(OC)c3)CC2)cc1 ?
CAL PDZ FP-1: -3.1; AddAB inh: -1.7; Tat export inh: -3; SR-BI DiI inh: 23; MITF act: 11; CAL PDZ FP-2: -7; phage Ecoli inh: -0.5; E coli growth: -2.6; Wnt act: -1; SR-BI uptake up: -23

What do the screens show for `Cc1nnnn1/C(=C\c1ccccc1)C(=O)OCC(=O)NC(C)(C)C`?
CAL PDZ FP-1: 0.6; AddAB inh: 1.9; Tat export inh: -3; SR-BI DiI inh: 19; MITF act: -3; CAL PDZ FP-2: -1; phage Ecoli inh: 2.5; E coli growth: 0.9; SR-BI uptake up: -19

How did CC(=O)C1=C(O)C(=O)N(Cc2ccccc2)C1c1ccc(Br)cc1 (stereo not drawn) do in these assays?
CAL PDZ FP-1: -0.8; AddAB inh: -0.6; Tat export inh: -6; SR-BI DiI inh: 1; MITF act: 1; CAL PDZ FP-2: -5; phage Ecoli inh: 4.1; E coli growth: 0.4; Wnt act: 1; SR-BI uptake up: -1

What do the screens show for `COc1ccc(CCNC(=O)C2CCCN2C(=O)Nc2cccc(OC)c2)cc1` (stereo not drawn)?
CAL PDZ FP-1: -0.3; AddAB inh: 1.3; Tat export inh: 4; SR-BI DiI inh: -12; MITF act: -3; CAL PDZ FP-2: -3; phage Ecoli inh: 1.8; E coli growth: -1.2; Wnt act: -1; SR-BI uptake up: 12

Results for CCOc1ccc2c(c1)OC1(CCC(C)C1)CC2=O (stereo not drawn) ?
CAL PDZ FP-1: -0.5; AddAB inh: 1.8; Tat export inh: -20; SR-BI DiI inh: 40; MITF act: -5; CAL PDZ FP-2: -3; phage Ecoli inh: 1.1; E coli growth: 0.0; Wnt act: -2; SR-BI uptake up: -40

How did CCCn1c(=O)c2sccc2n2c(CCCC(=O)NCc3ccco3)nnc12 do in these assays?
CAL PDZ FP-1: -2.1; AddAB inh: 0.6; Tat export inh: -5; SR-BI DiI inh: 14; MITF act: -8; CAL PDZ FP-2: 0; phage Ecoli inh: 0.8; E coli growth: -0.1; Wnt act: -3; SR-BI uptake up: -14

How did C=CCc1cc(C)ccc1OCCOCCN1CCN(C)CC1 do in these assays?
CAL PDZ FP-1: -0.5; AddAB inh: -3.0; Tat export inh: 5; SR-BI DiI inh: -11; CAL PDZ FP-2: -3; phage Ecoli inh: -1.1; E coli growth: -2.5; Wnt act: -3; SR-BI uptake up: 11

Results for c1ccc(CCn2nnnc2C(c2cccs2)N2CCN(Cc3ccc4c(c3)OCO4)CC2)cc1 (stereo not drawn) ?
CAL PDZ FP-1: -1.5; AddAB inh: 1.6; Tat export inh: -2; SR-BI DiI inh: 9; CAL PDZ FP-2: -5; phage Ecoli inh: 0.6; E coli growth: 0.5; Wnt act: -5; SR-BI uptake up: -9

Results for COc1ccc(-c2nc(CCl)cs2)cc1OC ?
CAL PDZ FP-1: -1.0; AddAB inh: 0.8; Tat export inh: -3; SR-BI DiI inh: -15; MITF act: 6; phage Ecoli inh: -0.8; E coli growth: -0.7; Wnt act: 5; SR-BI uptake up: 15

How did Cc1cc(C)n(CC(=O)NC2CCCc3c2cnn3-c2ccccc2F)n1 (stereo not drawn) do in these assays?
CAL PDZ FP-1: -0.8; AddAB inh: 2.0; Tat export inh: 9; SR-BI DiI inh: 23; MITF act: -19; CAL PDZ FP-2: -1; phage Ecoli inh: 0.2; E coli growth: -0.1; Wnt act: 1; SR-BI uptake up: -23

How did CCN(CC(=O)NCCc1ccc(F)cc1)Cc1nc2ccccc2c(=O)[nH]1 do in these assays?
CAL PDZ FP-1: 0.4; AddAB inh: 4.5; Tat export inh: -7; MITF act: 7; CAL PDZ FP-2: 7; phage Ecoli inh: 0.0; E coli growth: 1.2; Wnt act: -4

Results for Cc1ccc(CNC(=O)CCc2nnc3ccc(N4CCC5(CC4)OCCO5)nn23)cc1 ?
CAL PDZ FP-1: -2.5; AddAB inh: 2.0; Tat export inh: -7; SR-BI DiI inh: -4; MITF act: 3; CAL PDZ FP-2: -3; phage Ecoli inh: 1.7; E coli growth: 0.5; Wnt act: -2; SR-BI uptake up: 4

Results for CC(C(=O)OCC(=O)Nc1ccc(S(=O)(=O)N2CCCCC2)cc1)N1C(=O)c2ccccc2C1=O (stereo not drawn) ?
CAL PDZ FP-1: -1.1; AddAB inh: -1.8; Tat export inh: 16; SR-BI DiI inh: 14; MITF act: 2; phage Ecoli inh: 4.9; E coli growth: -0.7; SR-BI uptake up: -14

How did CN1c2ccccc2C(=O)/C(=C\Nc2ncccn2)S1(=O)=O do in these assays?
CAL PDZ FP-1: 0.4; AddAB inh: 1.8; Tat export inh: 6; SR-BI DiI inh: -6; phage Ecoli inh: 0.8; E coli growth: -1.2; Wnt act: 2; SR-BI uptake up: 6

What do the screens show for `Cc1ccc2c(c1)nnn2C1CCN(CC(=O)N(c2ccccc2)c2ccccc2)CC1`?
CAL PDZ FP-1: -2.1; AddAB inh: -0.8; Tat export inh: 1; MITF act: -7; CAL PDZ FP-2: -2; phage Ecoli inh: -3.9; E coli growth: -0.9; Wnt act: -6

Results for COc1ccc(Cl)cc1S(=O)(=O)N1CCC(C(=O)NCCc2ccccc2)CC1 ?
CAL PDZ FP-1: -1.3; AddAB inh: 2.5; Tat export inh: -10; SR-BI DiI inh: 33; CAL PDZ FP-2: 5; phage Ecoli inh: 2.5; E coli growth: -2.4; Wnt act: 0; SR-BI uptake up: -33

As a working copy, 2 of the compounds above.
What do the screens show for `Cc1nnnn1/C(=C\c1ccccc1)C(=O)OCC(=O)NC(C)(C)C`?
CAL PDZ FP-1: 0.6; AddAB inh: 1.9; Tat export inh: -3; SR-BI DiI inh: 19; MITF act: -3; CAL PDZ FP-2: -1; phage Ecoli inh: 2.5; E coli growth: 0.9; SR-BI uptake up: -19

How did CC(=O)C1=C(O)C(=O)N(Cc2ccccc2)C1c1ccc(Br)cc1 (stereo not drawn) do in these assays?
CAL PDZ FP-1: -0.8; AddAB inh: -0.6; Tat export inh: -6; SR-BI DiI inh: 1; MITF act: 1; CAL PDZ FP-2: -5; phage Ecoli inh: 4.1; E coli growth: 0.4; Wnt act: 1; SR-BI uptake up: -1
